# Bioassay records (PubChem)
# NALP3 yeast inh = NALP3 inhibition in yeast. Yeast reconstituted NLRP3/ASC/caspase-1, beta-gal luminescence, 24 h. inhibition, % at 10 µM. 330,000 compounds, 0.39% hits;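 active = inhibition of 50% or more; inactive = inhibition below 50%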;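 note: plate controls were induced DMSO wells for no effect and uninduced yeast grown without galactose for full effect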
# Apaf-1 inh = human Apaf-1 inhibition; O14727; reconstituted apoptosome caspase-3 activity, DEVD-Rh110 fluorescence; inhibition, % at 20 µM; 330,000 compounds, 0.71% hits; active = inhibition of at least 40% at 20 µM;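 note: plate controls were DMSO wells for no effect and DEVD-CHO caspase inhibitor wells for full effect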
#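 Assay system – apoptosome proteins · Medium – Hepes buffer, pH 7.5 · Also added – cytochrome c with DEVD-Rh110 · Timing – 30 min compound preincubation, 50 min activation, room temperature · Detection – Rh110 fluorescence, excitation 480 nm, emission 540 nm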
# tim10-1 inh = growth inhibitors of tim10-1 mutant yeast. S. cerevisiae tim10-1 ts strain growth, BacTiter-Glo, 24 h. inhibition, % at 20 µM. 330,000 compounds, 2.2% hits;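 active = inhibition of at least 40%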;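 note: mutant grown at 25 °C; 0% = DMSO wells with yeast and 100% = wells holding no yeast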
# hIAP act = increases human intestinal alkaline phosphatase activity | 330,000 compounds, 0.16% hits | AID 2524 | activation factor at 10 µM | purified human IAP, CDP-Star luminescence, 30 min; active compounds read high; 1 = vehicle-only enzyme, 0 = enzyme-free background;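 active = activation factor of the enzyme at least 2-fold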; note: the source names both 10 and 20 µM as test concentration; values of inactives mirror those of a sister screen read the other way
# Target sequence (P09923 whole entry, looked up): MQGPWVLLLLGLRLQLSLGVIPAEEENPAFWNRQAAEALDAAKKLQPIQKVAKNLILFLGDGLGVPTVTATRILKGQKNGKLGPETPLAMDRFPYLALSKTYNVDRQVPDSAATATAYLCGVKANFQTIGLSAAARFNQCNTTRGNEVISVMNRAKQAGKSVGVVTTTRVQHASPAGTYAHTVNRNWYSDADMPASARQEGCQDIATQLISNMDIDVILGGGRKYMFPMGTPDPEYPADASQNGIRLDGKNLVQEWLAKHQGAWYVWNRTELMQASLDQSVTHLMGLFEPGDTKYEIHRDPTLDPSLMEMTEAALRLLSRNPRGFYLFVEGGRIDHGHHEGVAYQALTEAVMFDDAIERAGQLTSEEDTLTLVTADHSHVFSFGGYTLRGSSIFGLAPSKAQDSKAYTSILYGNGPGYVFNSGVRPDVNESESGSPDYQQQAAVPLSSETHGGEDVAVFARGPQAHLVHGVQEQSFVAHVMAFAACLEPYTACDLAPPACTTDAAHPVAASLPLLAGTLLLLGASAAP
# TIM10 inh = TIM10 yeast growth inhibition; S. cerevisiae TIM10 strain growth, BacTiter-Glo luminescence, 24 h; inhibition, % at 10 µM; 330,000 compounds, 1.4% hits; AID 463195;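 active = inhibition of 40% or more at the single tested concentration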;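 note: wild-type TIM10 isogenic control strain grown at permissive 25 °C; 0% = DMSO yeast wells and 100% = minimal medium wells without yeast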
# mIAP act = mouse IAP activation; muIAP, CDP-Star luminescence, 30 min; active compounds read high; 1 = vehicle-only enzyme signal, 0 = enzyme-free wells; activation factor at 10 µM; 330,000 compounds, 0.24% hits;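 active = activation factor of at least 2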; note: the source names both 10 and 20 µM as test concentration; values of inactives mirror those of a sister screen read the other way
#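 Assay system: mouse IAP enzyme; Reagent: CDP-Star chemiluminescent phosphatase substrate; Compound: DMSO-dissolved test compounds; Incubation: 30 min, room temperature; Technique: luminescence from enzymatic CDP-Star hydrolysis; Controls: DMSO-only wells and no-enzyme negative control.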
# mIAP block = mouse IAP inhibition; purified mouse IAP, CDP-Star luminescence, 30 min; inhibition, % at 10 µM; 330,000 compounds, 0.2% hits; AID 2806;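 active = inhibition of at least 40% at 10 µM in the primary screen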;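 note: plate controls were DMSO with enzyme for no effect and no enzyme wells for full effect; values of inactives mirror those of a sister screen read the other way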
# ATG4B inhibitor = inhibitors of human ATG4B cysteine protease. Q9Y4P1. ATG4B cleavage of LC3-PLA2, NBD-HPC fluorescence, 1 h. inhibition, % at 8.33 µM. 340,000 compounds, 0.51% hits; in the data active = inhibition above about 40%
# Target sequence (Q9Y4P1 whole entry, looked up): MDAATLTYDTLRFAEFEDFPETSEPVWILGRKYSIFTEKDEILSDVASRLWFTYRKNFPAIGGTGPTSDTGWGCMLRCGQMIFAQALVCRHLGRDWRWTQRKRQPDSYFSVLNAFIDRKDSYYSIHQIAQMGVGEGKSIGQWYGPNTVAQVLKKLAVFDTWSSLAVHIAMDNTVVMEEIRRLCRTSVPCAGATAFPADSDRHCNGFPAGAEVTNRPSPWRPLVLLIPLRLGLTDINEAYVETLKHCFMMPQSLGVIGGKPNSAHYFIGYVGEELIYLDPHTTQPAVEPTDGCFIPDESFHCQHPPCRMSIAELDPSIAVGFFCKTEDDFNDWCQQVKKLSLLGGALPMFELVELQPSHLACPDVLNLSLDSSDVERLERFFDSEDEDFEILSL
# hIAP block = human IAP inhibition; purified IAP, CDP-Star luminescence, 30 min; inhibition, % at 10 µM; 330,000 compounds, 0.12% hits; AID 2544;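 active = inhibition reaching a set limit with compound at 10 µM in the primary screen, cut at about 35% in these data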;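 note: plate controls were DMSO wells with enzyme for no effect and no-enzyme buffer wells for full effect; values of inactives mirror those of a sister screen read the other way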
# * = called active by the depositor.
SMILES,NALP3 yeast inh,Apaf-1 inh,tim10-1 inh,hIAP act,TIM10 inh,mIAP act,mIAP block,ATG4B inhibitor,hIAP block
O=C(Nc1ccccc1Cl)c1ccccc1Cl,9,4,-7,1.1,-9,0.91,9,-7,-10
O=C(c1cc(COc2c(F)cccc2F)on1)N1CCN(C2CCCCC2)C(=O)C1,3,-4,22,0.92,-8,1,-1,1,8
CC/C(C)=N/Nc1nc2c(c(=O)[nH]c(=O)n2C)n1Cc1ccccc1,29,-16,17,1,9,0.92,8,-12,-4
CCOc1cccc(/C=N/NC(=O)c2ccc3c(c2)OCCO3)c1O,13,-3,48*,1.7,1,0.9,10,-17,-73
Cc1cc(C)c2nc(N3CCC(C(=O)NCc4ccccn4)CC3)sc2c1,8,15,16,1.1,19,1,-2,5,-10
CN1N=C2c3ccccc3CCCC2C1c1ccc(F)cc1 (centres undefined),12,-4,5,1.3,-10,0.96,4,33,-27
Oc1ccc(N=Cc2ccc(O)c(O)c2)cc1,24,75*,21,0.79,-11,0.63,37,-14,21
Cc1ccccc1C(=O)N1CCC(C(=O)Nc2ccc(C(C)C)cc2)CC1,13,22,36,0.91,20,1.2,-22,-6,10
COc1cc(S(=O)(=O)Nc2c(C)nn(C)c2C)ccc1NC(C)=O,2,0,4,0.94,14,1,0,-3,6
CNC(=O)c1csc(-c2cccs2)n1,20,-9,-10,1.1,10,1.1,-12,-4,-7
O=C(COc1ccc2c3c(c(=O)oc2c1)CCC3)Nc1ccc(CN2CCOCC2)cc1,19,14,35,1,-26,1,-1,0,-2
COc1ccccc1CN1CC(=O)N2CSC[C@H]2C1=O,-5,3,11,1,-5,1,0,-3,-1
CCCCC1NC(=S)N(C2CCCCC2)C1=O (centres undefined),-12,3,8,0.83,33,0.9,10,1,17
Cn1c(=S)n(C)c2ccccc21,5,9,-10,1.2,-13,0.97,3,3,-22
COc1ccc(NC(=O)CSc2ccccc2)cc1S(=O)(=O)N1CCCCC1,6,7,12,0.93,1,1,-4,-8,7
CCC(=O)c1ccccc1OCC(=O)Nc1c(C)cccc1C,13,7,34,1.1,6,0.97,3,2,-5
COc1ccc(-c2noc(-c3cc(C)cc(C)c3)n2)cc1OC,11,9,-8,0.97,24,0.91,9,11,3
Fc1ccc2cnc(C3=CCCCC3)cc2c1,5,12,-6,1.1,0,0.98,2,12,-10
CC(Oc1ccccc1F)C(=O)NNC(=O)c1ccc(F)c(S(=O)(=O)N2CCOCC2)c1 (centres undefined),-2,8,17,1.8,4,1,-2,-6,-76
O=C(Cc1ccccc1F)Nc1nc(-c2cccs2)cs1,5,16,16,1.1,47*,0.93,7,-10,-12
CCN(CC)CC(=O)Nc1nc(-c2ccc(Cl)cc2)cs1,28,1,13,0.75,-12,1,-2,-14,25
CCOc1ccccc1C(=O)N1CCCCC1C (centres undefined),-14,-4,8,0.89,14,0.97,3,-2,11
COc1ccc2c(c1)C=C([C@@H]1C[C@H]3CN(c4ccccc4)C(=O)[C@]34CCCN14)CO2,13,-1,17,0.98,10,1,-4,4,2
COc1ccccc1N(CC(=O)N/N=C/c1ccc(C(=O)O)cc1)S(=O)(=O)c1ccc(C)cc1,2,-23,14,1,-6,0.86,14,-9,-2
CCOC(=O)C(=O)Nc1cc(C(=O)OC)cc(C(=O)OC)c1,19,-7,11,1,17,0.9,10,-4,-1
# Going on with the list:
SMILES,NALP3 yeast inh,Apaf-1 inh,tim10-1 inh,hIAP act,TIM10 inh,mIAP act,mIAP block,ATG4B inhibitor,hIAP block
CS(=O)(=O)Nc1cccc2cccnc12,10,-14,11,0.9,7,0.99,1,8,10
Cc1cccc(NCc2cccc3ccccc23)n1,33,13,27,1.2,14,1,0,12,-21
CCCC1(C(=O)OC)NC(c2cc(OC)c(OC)c(OC)c2)C2C(=O)N(CC)C(=O)C21 (centres undefined),-8,-6,10,0.83,7,1,-1,-4,17
COC(=O)c1ccc(OCC2c3cc(OC)c(OC)cc3CCN2C(=O)c2ccco2)cc1 (centres undefined),24,23,15,0.93,28,0.98,2,-9,7
Cc1ccc(CNC(=O)c2cnc(-c3ccccn3)nc2C(F)(F)F)cc1,-11,0,13,0.95,-19,1,-2,-10,5
Nc1ccccc1SCC(=O)N1CCc2ccccc21,25,-10,4,0.99,-21,0.99,1,-2,1
COc1cc(C(=O)OCCN2CCCCC2)ccc1O,0,-1,11,1.1,-3,1.1,-5,-9,-12
O=C(NCSC1=NCCS1)c1ccccc1,13,-2,8,0.75,-19,1,-3,-1,25
COc1ccc(OC)c(NC(=O)C2=C(C)NC(=O)NC2c2cccs2)c1 (centres undefined),12,-19,-11,1.1,-7,1,0,2,-8
N#Cc1c(-c2ccc3c(c2)OCO3)ccn2nc(-c3cccc(C(F)(F)F)c3)nc12,0,16,7,0.92,0,0.85,15,-10,8
CCN(C[C@H]1N[C@@](C)(C(=O)OC)[C@H]2C(=O)N(Cc3ccccc3)C(=O)[C@@H]12)C(=O)C1CCCCC1,22,13,14,1.4,6,1.1,-13,-7,-35
Cn1nnc(NC(=O)/C=C/c2ccco2)n1,21,4,1,1,10,1.1,-5,6,-4
CCNC(=O)c1oc2c(c1C)C(=O)CC(C)(C)C2,7,-17,2,1.2,-13,0.99,1,-5,-23
COc1ccc(NC(=O)COC(=O)CCCC2=NS(=O)(=O)c3ccccc3N2)cc1Cl,8,3,3,0.77,0,1,-1,-4,23
Cc1ccnc(NC(=O)c2oc3ccccc3c2C)c1,38,12,32,0.99,11,0.99,1,-7,1
Cc1cccc(-c2nc(N)nc(N)n2)c1,1,-16,17,0.85,21,0.9,10,-4,15
CCCOc1ccc(Cn2ccnc2)cc1[N+](=O)[O-],15,-1,2,1,-6,0.92,8,-4,-2
Cc1noc(C)c1NC(=O)N(C)C[C@H]1Oc2c(NC(=O)C3CCCCC3)cccc2C(=O)N([C@H](C)CO)C[C@@H]1C,9,1,-8,1.1,-4,1,-4,2,-10
CC1(/[N+]([O-])=C/c2ccccc2F)CCCCC1=O (centres undefined),7,2,22,0.98,5,1,-5,-6,2
O=C(O)c1cccc(N/N=C/c2ccc(F)c(F)c2)c1,-3,-4,19,1.2,0,0.95,5,-3,-15
Clc1ccccc1-c1nn2c(COc3ccccc3)nnc2s1,21,-3,34,0.95,25,0.99,1,10,5
Cc1cc(OCC(O)CNC(C)c2ccccc2)ccc1C(C)C (centres undefined),35,21,3,1,14,0.95,5,7,-1
O=C(c1ccccc1)N1CCn2c1nc1ccccc12,4,-4,-6,0.96,-13,1.1,-5,1,4
Cc1cccc(C(=O)c2cn[nH]c2-c2ccccc2O)c1,19,2,29,1.5,-1,1,-1,-7,-45
COc1ccc(N2CCN(C(c3cc4ccc(C)cc4[nH]c3=O)c3nnnn3C3CCCC3)CC2)cc1 (centres undefined),8,23,22,0.92,10,0.93,7,-6,8

# The last 5 records of the part above open the next one:
SMILES,NALP3 yeast inh,Apaf-1 inh,tim10-1 inh,hIAP act,TIM10 inh,mIAP act,mIAP block,ATG4B inhibitor,hIAP block
Clc1ccccc1-c1nn2c(COc3ccccc3)nnc2s1,21,-3,34,0.95,25,0.99,1,10,5
Cc1cc(OCC(O)CNC(C)c2ccccc2)ccc1C(C)C (centres undefined),35,21,3,1,14,0.95,5,7,-1
O=C(c1ccccc1)N1CCn2c1nc1ccccc12,4,-4,-6,0.96,-13,1.1,-5,1,4
Cc1cccc(C(=O)c2cn[nH]c2-c2ccccc2O)c1,19,2,29,1.5,-1,1,-1,-7,-45
COc1ccc(N2CCN(C(c3cc4ccc(C)cc4[nH]c3=O)c3nnnn3C3CCCC3)CC2)cc1 (centres undefined),8,23,22,0.92,10,0.93,7,-6,8
Cc1ccc(S(=O)(=O)Cn2cnnn2)cc1,4,-8,2,0.81,-4,0.91,9,-13,19
CCOC(=O)c1sc(=S)n(-c2ccccc2)c1NC(C)=O,-6,0,0,1.1,-10,1.1,-13,12,-12
COc1cccc(COc2ccc3ccc(=O)oc3c2)c1,15,5,19,0.99,7,1,-1,-10,1
CC1(C)CC(=O)C2=C(C1)NC(Nc1nc3ccccc3o1)=NC21CCCC1,-2,1,6,0.95,18,0.98,2,-2,5
COC(=O)c1cc(Br)c(=O)n(Cc2ccncc2)c1,-1,-14,-3,0.85,-4,0.97,3,-2,15
Cc1nn(C)c(C)c1NC(=O)CSc1nc(Cc2ccccc2)nc2c1cnn2-c1ccccc1,8,3,-5,1.2,-4,1.2,-16,4,-22
COCCSc1nnc(NC(=O)C2CCCCC2)s1,32,-1,28,1.1,-5,1.1,-6,-1,-8
Cc1nnnn1CC(=O)Nc1cccc([N+](=O)[O-])c1,19,7,-3,0.89,6,1.1,-5,-6,11
CC(C)CCn1c(=O)c2ccccc2n2c(=S)[nH]nc12,23,18,6,0.76,24,1,0,5,24
CCN(CC(=O)Nc1c(F)cccc1F)C(=O)/C=C/c1ccc(OCC#N)c(OC)c1,8,-1,-17,1,-8,1.1,-6,2,-4
O=C(COC(=O)c1cc(=O)[nH]c2ccccc12)Nc1ccc(F)cc1F,12,-5,-1,1.2,-7,0.97,3,-12,-15
Cn1c(=O)c2c(nc(SCC(=O)NCc3ccc4c(c3)OCO4)n2Cc2ccc(F)cc2)n(C)c1=O,0,6,26,0.93,14,0.97,3,-1,7
CCOc1ccccc1C(=O)OCC(=O)Nc1cc(S(=O)(=O)N2CCOCC2)ccc1C,3,-10,2,1.1,-5,0.99,1,-2,-12
CCOC(=O)c1c(C)n(C)c2ccc(OCC(O)CNCCc3ccccc3)cc12 (centres undefined),-7,30,20,0.97,-6,1.1,-6,-13,3
CCOc1ccc(CN2CCCC(CO)(Cc3ccccc3F)C2)cc1 (centres undefined),18,3,10,1.1,-7,0.96,4,2,-13
COc1ccc(C(=O)N2CCN(S(=O)(=O)c3ccc(C)cc3C)CC2)cc1OC,24,-3,21,0.88,7,0.98,2,-6,12
O=C(O)C(c1ccccc1)N1C(=O)c2ccccc2C1=O (centres undefined),12,2,16,0.86,-10,0.94,6,3,14
Cc1cccc(NC(=O)CSCC(=O)Nc2ccc(S(=O)(=O)N3CCCC3)cc2)c1,7,9,4,0.99,2,1,0,4,0
Cc1ccc(NC(=S)NC(C)(C)C)c([N+](=O)[O-])c1,39,-8,2,0.9,4,0.94,6,0,10
CC(C)N(Cc1nc(-c2ccc(Cl)cc2)no1)C(=O)CCCN1C(=O)c2ccccc2C1=O,13,19,28,0.97,20,1,0,2,3
CCN(CC)C(=O)c1sc(N)c(C(=O)OC(C)C)c1C,18,6,11,1.3,20,1.2,-18,7,-27
Cc1coc(C)c1C(=O)CC1(O)C(=O)N(CCc2ccccc2)c2ccccc21 (centres undefined),15,17,44*,0.92,4,0.97,3,12,8
COC(=O)[C@@]12CCCCN1[C@H](c1ccc(-c3cccc(Cl)c3)c(OC)c1)[C@@H]1C(=O)N(C)C(=O)[C@@H]12,9,20,14,0.93,10,1,-3,-13,7
c1ccc(-c2[nH]ncc2-c2nc3ccccc3[nH]2)cc1,12,-7,8,1.2,-14,1.1,-10,-8,-25

# Reprinted at random: 2 records from the list
SMILES,NALP3 yeast inh,Apaf-1 inh,tim10-1 inh,hIAP act,TIM10 inh,mIAP act,mIAP block,ATG4B inhibitor,hIAP block
COC(=O)[C@@]12CCCCN1[C@H](c1ccc(-c3cccc(Cl)c3)c(OC)c1)[C@@H]1C(=O)N(C)C(=O)[C@@H]12,9,20,14,0.93,10,1,-3,-13,7
O=C(O)C(c1ccccc1)N1C(=O)c2ccccc2C1=O (centres undefined),12,2,16,0.86,-10,0.94,6,3,14
